SV40 large T antigen – TAg ATPase/helicase activity blockers – biochemical (AID 1903); SV40 large T antigen ATPase/helicase inhibition assay; higher % means a stronger effect; inhibition, % at 20 µM; hits with a dose series show IC50 in µM; 310,000 compounds, 0.39% hits; in the data active = a potency from the dose series; inconclusive = inhibition mostly from about 32% at the one dose, without a potency; inactive = the rest, 99 in 100 with inhibition below about 32%; also: strong numbers were not always called active
PhoP inhibition – PhoP-dependent GFP reporter repression – Salmonella Typhimurium, primary screen (AID 1863). one-dose inhibition, % at 50 µM; IC50 in µM for titrated hits. 300,000 compounds, 0.16% hits. S. Typhimurium PhoP-regulated promoter GFP reporter, 4 h; higher % means a stronger effect;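 active = inhibition over 29.93%, a cutoff 3 SD above the screen mean, later confirmed by dose response; inconclusive = inhibition over 29.93% but no dose response follow-up; inactive = inhibition at most 29.93% or unconfirmed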;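 also: 0% = low Mg2+ inducing control and 100% = high Mg2+ repressing control; strong numbers were not always called active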
UTI89 phage lysis – inhibition of K1F phage lysis, E. coli UTI89, bacterial capsule biogenesis inhibitors, alamar blue (AID 488966); E. coli UTI89 K1F phage lysis, alamar blue, 2 h; higher % means a stronger effect; 340,000 compounds, 0.02% hits; inhibition, % at 100 µM, or IC50 in µM where a hit was titrated;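 active = phage lysis inhibition, versus mean bacterial control, above a set limit; inconclusive = no clear call, values can overlap the other calls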;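 also: capsule biogenesis inhibitors block K1F phage lysis so surviving cells raise fluorescence; higher fluorescence means more inhibition of phage lysis; actives were called in the ten point dose series up to 300 µM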
RSV CPE inhibition – RSV antiviral activity via CPE protection, HEp-2 cells, primary 10 µM value included (AID 2391); HEp-2 cells, RSV-induced CPE inhibition; higher % means a stronger effect; CPE inhibition, % at 10 µM, or IC50 in µM where a hit was titrated; 310,000 compounds, 0.13% hits; in the data active = a potency from the dose series; inconclusive = CPE inhibition mostly from about 23% at the one dose, without a potency; inactive = the rest, 99 in 100 with CPE inhibition below about 21%; also: strong numbers were not always called active
MgcRacGAP inhibition – MgcRacGAP GTPase-activating activity inhibitors, confirmation, biochemical, ADP Hunter fluorescence; inhibition, % at 30 µM; hits with a dose series show IC50 in µM; 340,000 compounds, 0.6% hits; MgcRacGAP-stimulated Rac1 GTP hydrolysis, ADP Hunter fluorescence; higher % means a stronger effect; GST-tagged Rac1 F28L mutant substrate; AID 624330;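 active = first-screen hits whose inhibition reached a set limit at any dose in the follow-up dose series; inconclusive = inhibition above the set first-screen limit but never retested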;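 also: fluorescence reports GDP produced by GAP-driven GTP hydrolysis; strong numbers were not always called active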
NS5 inhibitors – Dengue-2 NS5 methyltransferase inhibitors, primary screen, biochemical, confirmation dose response (AID 588689) | Dengue-2 NS5 methyltransferase capping enzyme assay, biochemical; higher % means a stronger effect | inhibition, % at 25 µM, or IC50 in µM where a hit was titrated | 340,000 compounds, 0.3% hits; in the data active = a potency from the dose series; inconclusive = inhibition above about 29% without an active follow-up result
NTR1 ag – agonists of NTR1, primary screen, imaging, U2OS cells, beta-arrestin-GFP, high content (AID 493036) | P30989 | NTR1-U2OS beta-arrestin-GFP spot imaging, agonist mode | activation, % at 20 µM | 330,000 compounds, 0.17% hits;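 active = activation at or above 40% of the spot to cytoplasm intensity ratio, with at least 20 cells analyzed; inconclusive = wells under 20 cells, flagged as cytotoxic or low count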;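 also: 0% = DMSO without peptide and 100% = 100 nM NTR1 peptide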
Target sequence (P30989 whole entry, looked up): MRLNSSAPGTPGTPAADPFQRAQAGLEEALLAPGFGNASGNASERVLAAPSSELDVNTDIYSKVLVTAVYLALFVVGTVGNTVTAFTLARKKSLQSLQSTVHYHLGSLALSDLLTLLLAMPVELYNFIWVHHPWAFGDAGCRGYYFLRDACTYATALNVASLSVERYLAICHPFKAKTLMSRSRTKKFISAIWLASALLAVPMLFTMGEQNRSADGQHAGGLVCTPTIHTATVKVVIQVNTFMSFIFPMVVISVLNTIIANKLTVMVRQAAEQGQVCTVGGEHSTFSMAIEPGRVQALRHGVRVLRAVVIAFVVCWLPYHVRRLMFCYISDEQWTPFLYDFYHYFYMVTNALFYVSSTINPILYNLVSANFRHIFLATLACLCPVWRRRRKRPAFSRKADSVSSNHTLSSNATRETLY
T cell HTS – modulates CD8 T cell binding to vesicles; 330,000 compounds, 0.068% hits; 2C CD8+ T cell-vesicle binding, flow cytometry; stronger effect = lower value; AID 2052; calls only at 7 µM;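 active = response, share of CD8 T cells binding vesicles, and their 90th percentile fluorescence all below set limits, cut at about 80% in these data, passing the limit was not always enough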
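Also added: QL9-peptide-loaded Drosophila micro-vesicles bearing Ld, ICAM-1 and B7-1; Test system: purified 2C TCR transgenic mouse naive CD8+ T cells; Measured by: cytometric PE anti-B7-1 and Alexa647 anti-CD8 signals after 1% paraformaldehyde fixation; Timing: binding step 1.5 h, 37 °C, antibody labelling 20 min, ice.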
West Nile virus CPE – West Nile virus antiviral activity, cell-based, CPE readout (AID 1621); 290,000 compounds, 0.02% hits; CPE inhibition, % at 10 µM; hits with a dose series show IC50 in µM; West Nile virus-infected cells, CPE inhibition; higher % means a stronger effect; in the data active = a potency from the dose series; inconclusive = CPE inhibition mostly from about 3.7% at the one dose, without a potency; inactive = the rest, 99 in 100 with CPE inhibition below about 2.2%; also: strong numbers were not always called active
T cell HTS vesicle-bound % – also measured in T cell HTS; calls as there; double positive events, %; measured here: CD8+ vesicle-bound cell fraction;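 binding gate set so that unloaded-vesicle control wells show 10% double positive cells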
NTR1 ag cell count 20 µM – recorded beside NTR1 ag, whose call it bears; cell count; measured here: cell count, cytotoxicity flag
NS5 inhibitors pilot replicate – second read-out of NS5 inhibitors, no call of its own (marks repeat the call); inhibition, %; measured here: pilot screen replicate inhibition
An asterisk follows results filed as active; i = inactive; u = inconclusive; x = not tested or not shown; [ ] = dose if it differs, or a comment.

SMILES	SV40 large T antigen	PhoP inhibition	UTI89 phage lysis	RSV CPE inhibition	MgcRacGAP inhibition	NS5 inhibitors	NTR1 ag	NTR1 ag cell count 20 µM	T cell HTS	T cell HTS vesicle-bound %	West Nile virus CPE	others
Cc1ccc(NC(=O)c2ncn[nH]2)cc1	5%	-10%	-0.1%	0.6%	7%	-2%	4.0	70	i	58	-0.2%
Cc1ccc(NC(=O)CSc2nnc(C3COc4ccccc4O3)o2)c(Cl)c1 (centres undefined)	8%	-1%	0.1%	1.3%	10%	1%	0.0	59	i	27	-0.2%
COc1ccc(N2CCN(C(=O)c3ccc(CS(=O)c4cccc(C)c4)o3)CC2)cc1 (centres undefined)	20%	-4%	0.1%	3.2%	-19%	-8%	-1.8	55	i	10	0.3%
COCCNC(=O)CN1C(=O)NC2(CCOc3ccccc32)C1=O (centres undefined)	-6%	2%	-0.4%	1.0%	-1%	-5%	-0.4	57	i	27	-0.1%
CC(=O)c1cccc(NC(=O)CC(C)n2ccnc2)c1 (centres undefined)	10%	-7%	0.6%	6.7%	7%	5%	-0.3	85	i	37	0.2%
COCCn1cnnc1SCC(=O)Nc1sccc1C(N)=O	2%	1%	0.4%	-0.3%	10%	-1%	1.8	50	i	20	0.1%
O=C(COC(=O)c1c2ccccc2cc2ccccc12)NCC(F)(F)F	1%	8%	6.7%	48%	10%	-1%	3.9	36	i	40	-1.3%
CN(Cc1nc(-c2ccc3c(c2)OCO3)no1)CC1(N2CCOCC2)CCCCC1	22%	1%	0.3%	2.3%	2%	0%	3.8	53	i	50	-1.7%
Cc1ccc(C(=O)NNC(=O)c2cccs2)cc1	-4%	-5%	0.0%	1.1%	14%	-4%	-1.0	34	i	48	-0.4%
COC(=O)c1ccc(Cn2cnc3c(sc4nc(N5CCOCC5)c5c(c43)CCCC5)c2=O)o1	3%	-3%	0.9%	46%	9%	-2%	6.5	72	i	40	-0.1%
CCc1ccc(NC(=O)CS(=O)CC(=O)NCC2OCCc3ccccc32)cc1 (centres undefined)	0%	-2%	0.3%	1.5%	1%	-2%	-1.1	76	i	14	-0.2%
COCCNC(=S)N1CCc2cc(OC)c(OC)cc2C1c1cccs1 (centres undefined)	25%	-4%	0.4%	4.5%	10%	-7%	-1.2	45	i	55	-0.7%
Cc1cccc2cc(C(c3nnnn3Cc3ccccc3)N3CCN(c4ccccc4)CC3)c(=O)[nH]c12 (centres undefined)	10%	-7%	0.9%	0.1%	6%	5%	2.8	63	i	16	0.6%	NS5 inhibitors pilot replicate=3.0
Cc1nn(C)cc1NC(=O)c1nn(C)cc1[N+](=O)[O-]	7%	8%	1.9%[50 µM]	3.4%	10%	1%	-0.5	50	i	37	0.8%
O=C(c1ccc2[nH]c(=O)c(=O)[nH]c2c1)N1CCN(c2ccccc2)CC1	6%	-6%	0.0%	1.5%	7%	14%	-0.2	66	i	14	-0.2%
Cc1ccc(C)c(NC(=S)NNC(=O)c2csc(C)c2C)c1	15%	-1%	7.5%	1.6%	4%	-4%	-0.5	51	i	46	-0.3%
Cc1ccc(-n2nc3c(n2)/C(=N/O)CC/C3=N\O)cc1	6%	-3%	0.0%	0.7%	6%	-4%	1.4	84	i	6	-1.0%
COc1ccc2nc3oc(C(=O)NCc4cccs4)cc3cc2c1	12%	-6%	1.7%	4.6%	4%	-2%	0.9	50	i	56	1.9%
COc1ccc(Cn2c(C)nc3ccc([N+](=O)[O-])cc3c2=O)cc1	16%	-7%	0.0%	10%	6%	1%	-0.6	49	i	52	-1.2%	NS5 inhibitors pilot replicate=-3.7
CC(C)C(=O)N1CCN(c2ccccc2NC(=S)NC(=O)c2ccco2)CC1	10%	-2%	-1.3%[50 µM]	2.6%	0%	-3%	4.1	37	i	29	0.0%
CC1(C)OC(=O)N(CCC(=O)Nc2cccc(F)c2)C1(C)O (centres undefined)	10%	-4%	0.5%	-0.1%	-8%	2%	0.9	64	i	34	0.4%
Cc1ccc(OCCOc2ccc(Cl)cc2Cl)c([N+](=O)[O-])n1	18%	12%	2.8%	u	-1%	-5%	2.0	46	i	40	-0.7%
Cn1c(=O)c(=O)n(C)c2cc(S(=O)(=O)N3CCC(Cc4ccccc4)CC3)ccc21	4%	25%	1.2%	-0.3%	0%	-8%	-1.6	87	i	47	-0.8%
CCCOc1ccc2cc(-c3ccccn3)c(=O)oc2c1	6%	-5%	0.6%	7.8%	0%	x	3.2	79	i	61	-0.7%
COc1ccc(C)cc1NC(=O)c1cccc(C(=O)Nc2cc(C)ccc2OC)c1	10%	1%	2.9%	3.2%	5%	-4%	2.4	52	i	64	-0.7%

At a glance, three of the compounds above:
SMILES	SV40 large T antigen	PhoP inhibition	UTI89 phage lysis	RSV CPE inhibition	MgcRacGAP inhibition	NS5 inhibitors	NTR1 ag	NTR1 ag cell count 20 µM	T cell HTS	T cell HTS vesicle-bound %	West Nile virus CPE	others
Cc1ccc(-n2nc3c(n2)/C(=N/O)CC/C3=N\O)cc1	6%	-3%	0.0%	0.7%	6%	-4%	1.4	84	i	6	-1.0%
COc1ccc2nc3oc(C(=O)NCc4cccs4)cc3cc2c1	12%	-6%	1.7%	4.6%	4%	-2%	0.9	50	i	56	1.9%
COc1ccc(Cn2c(C)nc3ccc([N+](=O)[O-])cc3c2=O)cc1	16%	-7%	0.0%	10%	6%	1%	-0.6	49	i	52	-1.2%	NS5 inhibitors pilot replicate=-3.7

Back to the main list, starting 2 compounds before the break.
SMILES	SV40 large T antigen	PhoP inhibition	UTI89 phage lysis	RSV CPE inhibition	MgcRacGAP inhibition	NS5 inhibitors	NTR1 ag	NTR1 ag cell count 20 µM	T cell HTS	T cell HTS vesicle-bound %	West Nile virus CPE	others
CCCOc1ccc2cc(-c3ccccn3)c(=O)oc2c1	6%	-5%	0.6%	7.8%	0%	x	3.2	79	i	61	-0.7%
COc1ccc(C)cc1NC(=O)c1cccc(C(=O)Nc2cc(C)ccc2OC)c1	10%	1%	2.9%	3.2%	5%	-4%	2.4	52	i	64	-0.7%
Cc1ccc(NC(=O)NCC2CC2(Cl)Cl)cc1 (centres undefined)	19%	9%	-0.8%	1.8%	4%	-4%	-1.0	60	i	41	0.3%
CC1CCCN(c2cc3c(cc2[N+](=O)[O-])C(=O)N(c2ccccc2)C3=O)C1 (centres undefined)	5%	-2%	2.2%	-0.1%	10%	0%	4.6	60	i	45	0.5%
COc1ccccc1/C=C/C=N/NC(=O)Cc1cccs1	12%	-4%	0.9%[50 µM]	1.1%	7%	-4%	-2.2	76	i	39	0.3%
NS(=O)(=O)c1ccc2nc(NC(=O)c3ccc4ncsc4c3)sc2c1	-2%	2%	0.1%	2.2%	4%	1%	-0.8	54	i	10	0.5%
COc1ccccc1CNC(=O)CN(C)S(=O)(=O)c1ccc2c(c1)c(=O)n(C)c(=O)n2C	11%	-12%	0.5%	1.4%	7%	4%	1.4	59	i	47	-0.1%
CCn1cc(CN2CCC(n3nccc3NC(=O)CCCc3ccccc3)CC2)c(C)n1	14%	-5%	0.3%	0.6%	11%	-8%	1.2	59	i	14	0.1%
CCOC(=O)N1CCN(S(=O)(=O)c2ccc3[nH]c(=O)oc3c2)CC1	12%	0%	-0.3%	-0.2%	-6%	-6%	-1.0	61	i	48	0.5%
Cc1ccc(Nc2nc(N)nc(CSc3ncccn3)n2)cc1	6%	6%	0.1%	0.1%	6%	-3%	0.7	82	i	30	0.5%
COc1cccc(NC(=O)C2COc3ccccc3O2)c1 (centres undefined)	-4%	-5%	0.8%	-0.8%	13%	3%	1.5	73	i	39	0.5%
C/C(=N\OCC(=O)O)c1ccc(Cl)cc1	15%	1%	-0.6%	x	0%	-2%	-0.6	59	i	24	0.3%
CCCN(CCC)C(=O)C1CC(=O)OC12CCOC(C)(C)C2 (centres undefined)	6%	-3%	-0.1%	2.3%	1%	-3%	-0.2	58	i	43	0.2%
Cc1[nH]c2ccc(C(=O)OCC(=O)Nc3cccc(S(N)(=O)=O)c3)cc2c1C	x	x	0.2%[50 µM]	2.7%	7%	-3%	-0.5	77	i	32	x
O=C(Oc1ccc(-c2cnc3ccccc3n2)cc1)c1ccco1	30%	3%	0.2%	39%	19%	2%	-0.3	80	i	42	-0.4%	NS5 inhibitors pilot replicate=-1.5
O=C(N=Nc1c(O)n(C2OC(=O)c3ccccc32)c2ccccc12)c1ccco1 (centres undefined)	4%	-8%	x	1.2%	x	x	0.9	59	i	14	-0.1%
CNc1nc(-c2c(C)[nH]c3ccc(OC)cc23)cs1	12%	27%	0.2%	-0.1%	0%	-10%	-1.0	88	i	39	-0.1%
COc1cccc(CNC(=O)CN(C)S(=O)(=O)c2cccc3cccnc23)c1	2%	-1%	-1.2%[50 µM]	2.2%	9%	-13%	4.6	55	i	32	0.8%
CCCCn1c(N)c(N(CC(C)C)C(=O)c2ccc(OCC3CCCO3)cc2)c(=O)[nH]c1=O (centres undefined)	20%	-6%	1.4%[50 µM]	-0.7%	6%	-5%	-0.7	56	i	38	x
O=C(O)CCc1ccc(-c2ccccc2)n1NC(=O)c1ccco1	7%	4%	1.0%	0.8%	12%	x	0.4	50	i	30	0.3%
CCc1ccc2nc(NC(=O)CN3C(=O)NC4(CCCC4)C3=O)sc2c1	x	x	-2.0%	x	3%	-3%	0.5	56	i	27	x
